EBI2 block – antagonists of human EBI2 receptor; AID 651636; inhibition, % at 5 µM; EBI2 beta-arrestin recruitment, luminescence, 7a,25-OHC stimulated; actives 0.81% (n = 360,000); P32249; in the data active = inhibition above about 38%;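 also: enzyme fragment complementation signal reports receptor beta-arrestin coupling in cells; 0% = agonist plus DMSO wells and 100% = wells without agonist; some results beyond the cut were filed as inactive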
Target sequence (P32249 whole entry, looked up, the tested form may be a part): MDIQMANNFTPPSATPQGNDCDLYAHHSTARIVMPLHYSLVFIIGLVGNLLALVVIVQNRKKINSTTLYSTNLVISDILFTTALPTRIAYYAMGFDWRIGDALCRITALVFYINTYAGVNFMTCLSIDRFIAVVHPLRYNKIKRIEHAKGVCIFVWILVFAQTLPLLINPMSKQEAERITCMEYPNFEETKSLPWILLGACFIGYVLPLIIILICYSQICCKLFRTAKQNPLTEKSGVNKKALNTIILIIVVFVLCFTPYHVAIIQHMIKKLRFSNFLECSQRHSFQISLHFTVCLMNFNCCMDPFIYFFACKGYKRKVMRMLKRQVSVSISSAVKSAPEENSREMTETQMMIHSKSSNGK
APJ antag – APJ receptor antagonism. actives 0.32% (n = 330,000). inhibition, % at 20 µM. CHO-K1 APJ beta-arrestin complementation, luminescence;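 active = inhibition above about 40% at 20 µM, limit read from the data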;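 also: cells challenged with 10 nM apelin-13 agonist together with compound; plate controls were apelin-13 plus DMSO wells for no effect and DMSO wells lacking apelin-13 for full effect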
Gli-Sufu antag – blocks Gli-Sufu signaling in a luciferase reporter; Sufu-KO-LIGHT fibroblasts, Gli luciferase reporter luminescence; inhibition, % at 5 µM; actives 0.74% (n = 340,000);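 active = inhibition above about 55%, limit read from the data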;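 also: 0% = DMSO-treated cells and 100% = wells with medium but no cells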
UBC13 polyUb – human UBC13 polyubiquitination inhibition | actives 0.47% (n = 330,000) | inhibition, % at 20 µM | UBC13 polyubiquitin chain formation, TR-FRET | AID 485273; in the data active = inhibition above about 45%, passing the limit was not always enough
Target sequence (P61088 whole entry, looked up): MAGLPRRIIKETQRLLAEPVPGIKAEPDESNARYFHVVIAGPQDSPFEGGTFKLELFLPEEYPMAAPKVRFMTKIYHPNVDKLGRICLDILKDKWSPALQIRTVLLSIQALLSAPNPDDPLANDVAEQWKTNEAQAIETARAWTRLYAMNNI
CXCR6 inh – inhibitors of human CXCR6 receptor; AID 602244; inhibition, % at 20 µM; CHO-K1 PathHunter CXCR6 beta-arrestin, luminescence; actives 0.36% (n = 360,000); in the data active = inhibition above about 34%, passing the limit was not always enough;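 also: antagonist mode with CXCL16 agonist at 10 nM final; 0% = 10 nM CXCL16 with DMSO and 100% = unstimulated wells without agonist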
697 NFkB inh – lowers PMA/ionomycin-induced NF-kB signal in 697 B cells; 697 B-cell NF-kB luciferase reporter, 16 h; inhibition, % at 4 µM; actives 0.33% (n = 330,000); in the data active = inhibition above about 35%
Jurkat NFkB inh – inhibitors of the PMA/ionomycin-induced NF-kB reporter in Jurkat cells. PMA/ionomycin-induced NF-kB luciferase reporter, luminescence. inhibition, % at 4 µM. actives 0.53% (n = 330,000). AID 435003; in the data active = inhibition above about 50%
CCR6 antag – blocks CCL20-driven beta-arrestin recruitment at human CCR6; inhibition, % at 20 µM; AID 493098; CHO-K1 CCR6 PathHunter beta-arrestin, luminescence, CCL20-stimulated; P51684; actives 0.49% (n = 340,000);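 active = compounds whose inhibition of the agonist-driven luminescence signal at 20 µM reaches about 50%, limit read from the data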;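 also: cells stimulated with CCL20 at 14 nM final; plate controls were DMSO with CCL20 for no effect and DMSO without agonist for full effect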
Target sequence (P51684 whole entry, looked up): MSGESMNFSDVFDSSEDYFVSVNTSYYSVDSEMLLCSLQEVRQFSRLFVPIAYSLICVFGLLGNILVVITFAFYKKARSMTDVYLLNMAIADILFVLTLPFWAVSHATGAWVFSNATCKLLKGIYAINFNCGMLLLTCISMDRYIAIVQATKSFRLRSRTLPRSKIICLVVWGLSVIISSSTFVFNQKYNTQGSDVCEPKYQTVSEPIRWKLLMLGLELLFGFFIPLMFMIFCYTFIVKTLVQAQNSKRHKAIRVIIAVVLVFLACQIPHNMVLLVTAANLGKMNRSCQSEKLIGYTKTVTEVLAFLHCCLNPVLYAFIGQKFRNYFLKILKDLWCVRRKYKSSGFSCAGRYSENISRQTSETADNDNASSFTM
* = called active by the depositor; · = not tested or not shown.

SMILES	EBI2 block	APJ antag	Gli-Sufu antag	UBC13 polyUb	CXCR6 inh	697 NFkB inh	Jurkat NFkB inh	CCR6 antag
N#CCSc1nc(-c2ccccc2)nc2ccccc12	0	-6	-5	10	-5	14	4	11
CN(C(=O)c1cc(Cl)c2c(c1)OCCO2)c1c(N)n(Cc2ccccc2)c(=O)[nH]c1=O	-6	9	-4	-1	-2	6	8	5
O=C(N/N=C/c1ccncc1)c1ccccc1	-6	-2	6	3	-9	-3	4	-13
C#CCOCCOCCOCCNc1nc(N2CCN(C(=O)[C@H]([C@@H](C)CC)n3cc(CCC(=O)O)nn3)CC2)nc(N2CCN(C(=O)[C@H](Cc3ccc(O)cc3)n3cc(CCO)nn3)CC2)n1	1	·	16	·	1	·	·	0
CCN(CC)CCNC(=O)CCc1nnc2ccc(N3CCC(C)CC3)nn12	8	5	6	0	-8	1	3	0
COc1ccc(-c2ccc3c(c2)S(=O)(=O)c2cccc(C(=O)N4CCN(c5ccc(Cl)cn5)CC4)c2C3=O)cc1OC	-14	-4	0	-4	4	-4	0	5
CC(=O)c1ccc(NC(=O)CSc2nc3[nH]c(=O)cc(O)c3s2)cc1	-14	·	0	·	5	·	·	14
Cc1ccccc1S(=O)(=O)N(CC(O)CN1CCCCC1)c1ccccc1 (stereo unspecified)	-3	13	-12	1	4	-27	-7	5
COCCNC(=O)C1=NOC(Cn2cc(C#N)c(=O)n(C)c2=O)C1 (stereo unspecified)	-10	-33	6	3	9	10	-11	4
CCCn1c(SCC(=O)NC(C)C23CC4CC(CC(C4)C2)C3)n[nH]c1=O (stereo unspecified)	-1	2	6	-4	1	-3	-8	-5
CCOC(=O)c1ccccc1NC(=O)CSc1nnc(Cc2cccn2C)n1-c1ccc(C)cc1	54*	3	6	0	-5	-10	-19	16
CCCCN(C)CCCNC(=O)C1CCC(CNS(=O)(=O)c2c(C)cc(C)cc2C)CC1 (stereo unspecified)	4	8	11	12	13	-5	0	2
Cc1nc(-n2ncc(C#N)c2N)c2c3c(sc2n1)CCC3	28	15	-8	2	-2	6	-8	-7
CSc1ncccc1C(=O)OCC(=O)NCCCc1ccccc1	-11	-5	-1	8	4	4	2	4
COc1ccccc1OCc1ccc(C(=O)Nc2cc(OC)c(OC)c(OC)c2)o1	3	-27	3	-2	-5	-1	-4	-8
CCCc1nnc(NC(=O)c2cccc(OC)c2)s1	-8	3	-65	2	4	-96	-77	-3
CC(=O)NC1=NN(C(C)=O)C(C)(CS(=O)(=O)c2ccc3ccccc3c2)S1 (stereo unspecified)	-2	-3	-33	-1	3	-1	-1	-6
Cc1ccc(-c2nc(-c3ccccn3)no2)cc1[N+](=O)[O-]	-12	-35	-31	-13	6	-124	-87	18
CCn1c(SCc2ccc(Cl)cc2)nnc1-c1ccccc1	-1	7	-21	2	7	7	5	0
CCc1cc2c(=O)c(-c3cnn(-c4ccccc4)c3)c(C)oc2cc1OCC(=O)Nc1ccc(F)c(F)c1	2	-29	-11	3	2	5	-9	-11
Cc1cccc(Oc2ccc(NC(=O)C3CC=CCC3C(=O)O)cc2)c1 (stereo unspecified)	10	6	0	-1	6	7	-1	6
O=C(NCc1ccco1)c1ccccc1NC(=O)C1CC(=O)N(c2ccc(Cl)cc2)C1 (stereo unspecified)	1	8	4	7	3	12	-11	13
NS(=O)(=O)c1ccc(CCNC(=O)C2CCCCN2S(=O)(=O)c2ccccc2)cc1 (stereo unspecified)	5	-5	6	2	1	24	-3	3
O=C(N/N=C/c1ccccc1)c1cccc2ccccc12	-1	4	-9	3	6	0	11	0
CC1(c2nnc(-c3ccc(F)cc3)o2)CC(c2ccccc2)=NO1 (stereo unspecified)	-1	21	-18	27	2	-6	5	10
Cc1cc2[nH]c(=O)c(=O)[nH]c2cc1S(=O)(=O)N1CCN(c2cccc(C)c2C)CC1	-5	12	0	-8	2	7	12	-1
C[C@@H]1CC=C[C@H]2[C@H]1C(=O)N(Cc1ccccc1)[C@H]2c1ccc(/C=C/c2ccccc2)cc1F	13	2	-9	-2	7	3	-4	8
CC(Nc1ccccc1N1CCCCC1)C(=O)N1CCc2ccccc21 (stereo unspecified)	17	-5	6	0	-1	23	3	24
CNc1c(N)n(Cc2ccccc2)c(=O)[nH]c1=O	7	14	-1	0	8	15	9	10
C[C@H](NC(=O)C1CCN(C(=O)[C@H](Cc2ccccc2)NC(=O)OC(C)(C)C)CC1)C(=O)O	-21	4	6	2	-18	2	-14	7
O=C(Cc1ccc(F)cc1)NC(Cc1c[nH]c2ccccc12)C(=O)O (stereo unspecified)	0	-8	8	7	-5	3	10	4
CCOc1ccc(-n2ccnc2SCC(=O)Nc2nnc(CC)s2)cc1	-5	19	-16	-2	-1	-15	-2	5
CCOC(=O)c1[nH]c(COC(=O)CCCOc2ccccc2)c(C(=O)OCC)c1C	·	3	-1	1	·	7	-6	5
Nc1nc2c(nc(SCc3ccccc3Br)n2[C@@H]2O[C@H](CO)[C@@H](O)[C@H]2O)c(=O)[nH]1	-19	-12	22	-2	-13	-7	3	10
CCc1nc(SCC(=O)Nc2ccnc3ccccc23)n[nH]1	-1	9	6	2	-11	-2	3	1
CC1CCCC(NC(=O)COC(=O)CCC2CCCC2)C1C (stereo unspecified)	0	14	3	7	5	9	7	19
N/C(=N\O)c1ccccc1N1CCCCC1	-6	-10	-27	-6	0	-5	-18	8
Cc1cc(C(=O)CS(=O)(=O)c2ccc(F)cc2)cc(C)c1O	1	22	·	4	-1	-11	-5	9
COCC(=O)N1CCC(n2nccc2NC(=O)c2ccccc2OC)CC1	-12	-1	-23	-3	2	7	-19	-7
Cc1ccccc1NC(=O)c1cccc(NC(=O)CCC(=O)O)c1	6	-1	-4	0	-9	-3	-1	0
CC(=O)N1CCCc2cc(S(=O)(=O)N3CCN(C4CCCCC4)CC3)ccc21	3	-3	0	0	0	12	-1	-7
CN(c1ccccc1)S(=O)(=O)c1cccc(NC(=O)c2ccc(=O)[nH]c2)c1	4	-14	1	-10	2	7	-8	-4
CCCC(=O)C1=C(O)C(C(=O)OC)C(C)(C)CC1=NC(C)C (stereo unspecified)	2	-7	-13	-6	10	-22	-10	-6
COc1ccc(NC(=O)CN(C)C(=O)c2cc(-c3ccc(Cl)cc3)nc3ccccc23)cc1	7	-55	6	-4	0	27	8	-7
CCOC(=O)C(CC)(CC)C(=O)/C=C/c1ccc(OC)cc1	21	-5	5	-1	8	-7	-6	12
COc1cccc(C#Cc2c(CO)[nH]c3ccccc23)c1	-5	5	7	0	0	-15	-8	-9
COc1ccc(OC)c(N2C(=O)[C@@H]3C(c4ccccc4Cl)=NO[C@@H]3C2=O)c1	-6	2	4	-17	-12	6	-3	0
COc1ccccc1NC(=O)CC1C(=O)NCCN1C(=O)Nc1ccccc1 (stereo unspecified)	-2	0	-2	-4	0	8	-18	-3
CCOc1ccc(C(=O)Nc2cccc3nsnc23)cc1[N+](=O)[O-]	-7	-1	-5	0	-4	-12	21	6
CCN1C(=C2C(=O)c3ccccc3C2=O)C=Cc2ccccc21	-3	8	-10	-27	-3	-20	-10	13
CCN(CC)C(=S)Nc1cc(C(=O)OC)ccc1C(=O)OC	-5	-10	-3	9	-2	3	-5	-6
CN(C)/C=N/c1nc(-c2ccc3c(c2)OCO3)cs1	-2	17	-73	2	1	-63	-61	8
O=C(NC(CC(=O)N1CCN(c2ccccc2O)CC1)c1ccccc1)c1ccccc1Cl (stereo unspecified)	-6	-5	2	9	-3	18	14	9
O=C1c2ccccc2C(Nc2ccc3c(c2)OCO3)N1Cc1ccc2c(c1)OCO2 (stereo unspecified)	2	10	-23	-21	-10	-27	1	10
Oc1cc(-c2ccncc2)cc2cccnc12	-6	2	50	-39	7	-3	17	2
COc1ccc2c(c1)[nH]c1c(=O)n(CCN3CCOCC3)cnc12	-5	-2	4	1	10	5	-2	1
N#Cc1ncc(Cl)c2ccccc12	3	2	14	4	-11	5	14	-3
C#CCOCCOCCOCCNc1nc(N2CCN(C(=O)[C@H](CCC(=O)O)n3cc(C(N)CC(C)C)nn3)CC2)nc(N2CCN(C(=O)[C@H](Cc3ccc(O)cc3)n3cc(C(N)[C@H](C)CC)nn3)CC2)n1 (stereo partly specified)	·	21	·	-7	·	5	14	·
CC(C)Nc1nnc(SC(C)C(=O)Nc2ccc(N3CCOCC3)cc2)s1 (stereo unspecified)	-7	-5	-1	2	-3	12	15	1
COc1ccc(-n2nc(C(=O)Nc3ccc4c(c3)OCO4)c3c4ccccc4n(C)c3c2=O)cc1	11	-1	8	-6	4	-5	-18	11

Other compounds.
SMILES	EBI2 block	APJ antag	Gli-Sufu antag	UBC13 polyUb	CXCR6 inh	697 NFkB inh	Jurkat NFkB inh	CCR6 antag
COC(=O)c1cccc(-c2ccc(/C=N/N3C(=O)C4C5C=CC(C6CC56)C4C3=O)o2)c1 (stereo unspecified)	0	5	-13	-5	-6	-3	2	2
O=C(N/N=C/c1c(Cl)cccc1Cl)c1n[nH]c2c1CCCC2	0	3	-52	-2	6	-71	-68	13
Cc1ccccc1NC(=S)N1CCCN(Cc2ccc(F)cc2)C1	-12	10	5	16	4	16	6	8
C=Cc1ccc(CSc2cc(C)nc3nc(C)nn23)cc1	6	-6	1	18	2	-24	15	7
Cc1cc(C)c(C)c(/C=C(/C#N)C(N)=S)c1C	6	42*	4	12	13	4	-10	29
CC1(C)C(=O)OC(c2cccs2)C2(CCCCC2)C1=O (stereo unspecified)	7	-3	5	9	-4	12	25	8
CC(=O)c1cccc(NC(=O)Nc2nc(C)cc(C)n2)c1	3	8	-86	-2	7	-33	-83	5
O=C(O)CCC(=O)c1ccc2c(c1)OCCO2	-10	-7	3	2	-3	-2	15	-2
O=C(NNS(=O)(=O)c1ccc(F)cc1)c1cnn(-c2ccccc2)c1C(F)(F)F	2	-4	-3	-2	-4	6	12	-10
CCCSc1nsc(NC(=O)c2cccnc2OCC)n1	-6	3	-7	10	6	13	-25	14
CCN(CC)c1ncn(Cc2c(Cl)cccc2Cl)c2ncnc1-2	26	-13	-10	7	-2	-13	1	18
COc1ccc(NC(=O)CCc2nnc3ccc(N4CCC(C)CC4)nn23)cc1OC	3	0	8	-3	-12	2	-8	8
CC1Cn2c(nnc2-c2cccc(Cl)c2)S1 (stereo unspecified)	-9	12	1	2	1	8	0	16
Cc1ccc(NC(=O)/C(CN(C)C)=N\O)cc1	10	17	-37	0	-1	-16	-36	2
O=P1(O)Cc2ccccc2-c2ccccc21	8	·	15	·	1	·	·	-1
O=S(=O)(Nc1ccccn1)c1ccc(C2CCCCC2)cc1	-9	3	-13	-2	6	-30	5	-14
O=S(=O)(c1ccc2c(c1)OCCO2)N1CCN(Cc2ccccc2)CC1	9	2	-24	6	-3	16	8	3
CCCC(C)NC(=O)c1ccc(F)cc1 (stereo unspecified)	-3	8	-4	2	8	-1	-9	-12
CCOc1cc(C2C(C(=O)OC)=CN(Cc3ccc(Cl)cc3)C=C2C(=O)OC)ccc1O	4	-14	6	10	12	1	-6	15
C1=CC2C3C=CC(C3)C2C1 (stereo unspecified)	7	-9	-18	-2	3	9	-1	-1
Oc1c(C(c2cccs2)N2CCOCC2)sc2ncnn12 (stereo unspecified)	1	5	-2	1	-9	-7	5	6

Record cards, from the list above. Order of values: EBI2 block, APJ antag, Gli-Sufu antag, UBC13 polyUb, CXCR6 inh, 697 NFkB inh, Jurkat NFkB inh, CCR6 antag
O=C(Cc1ccc(F)cc1)NC(Cc1c[nH]c2ccccc12)C(=O)O (stereo unspecified) reads 0, -8, 8, 7, -5, 3, 10, 4
COc1ccc(-n2nc(C(=O)Nc3ccc4c(c3)OCO4)c3c4ccccc4n(C)c3c2=O)cc1 reads 11, -1, 8, -6, 4, -5, -18, 11
Cc1ccccc1NC(=O)c1cccc(NC(=O)CCC(=O)O)c1 reads 6, -1, -4, 0, -9, -3, -1, 0

Given with each value named: two of the compounds above.
C1=CC2C3C=CC(C3)C2C1 (stereo unspecified)
  EBI2 block: 7
  APJ antag: -9
  Gli-Sufu antag: -18
  UBC13 polyUb: -2
  CXCR6 inh: 3
  697 NFkB inh: 9
  Jurkat NFkB inh: -1
  CCR6 antag: -1
Oc1c(C(c2cccs2)N2CCOCC2)sc2ncnn12 (stereo unspecified)
  EBI2 block: 1
  APJ antag: 5
  Gli-Sufu antag: -2
  UBC13 polyUb: 1
  CXCR6 inh: -9
  697 NFkB inh: -7
  Jurkat NFkB inh: 5
  CCR6 antag: 6
